# PAD4 inh: blocks human protein arginine deiminase 4; Q9UM07; recombinant PAD4, RCA probe fluorescence polarization; inhibition, % at 6.36 µM; hit rate 0.41% among 330,000;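 active = percent inhibition above a cutoff equal to the mean of all tested compounds plus 3 SD, cut at about 15% in these data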;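 note: 0% = PAD4 with RCA probe and DMSO and 100% = probe without PAD4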
# Target sequence (Q9UM07 whole entry, looked up): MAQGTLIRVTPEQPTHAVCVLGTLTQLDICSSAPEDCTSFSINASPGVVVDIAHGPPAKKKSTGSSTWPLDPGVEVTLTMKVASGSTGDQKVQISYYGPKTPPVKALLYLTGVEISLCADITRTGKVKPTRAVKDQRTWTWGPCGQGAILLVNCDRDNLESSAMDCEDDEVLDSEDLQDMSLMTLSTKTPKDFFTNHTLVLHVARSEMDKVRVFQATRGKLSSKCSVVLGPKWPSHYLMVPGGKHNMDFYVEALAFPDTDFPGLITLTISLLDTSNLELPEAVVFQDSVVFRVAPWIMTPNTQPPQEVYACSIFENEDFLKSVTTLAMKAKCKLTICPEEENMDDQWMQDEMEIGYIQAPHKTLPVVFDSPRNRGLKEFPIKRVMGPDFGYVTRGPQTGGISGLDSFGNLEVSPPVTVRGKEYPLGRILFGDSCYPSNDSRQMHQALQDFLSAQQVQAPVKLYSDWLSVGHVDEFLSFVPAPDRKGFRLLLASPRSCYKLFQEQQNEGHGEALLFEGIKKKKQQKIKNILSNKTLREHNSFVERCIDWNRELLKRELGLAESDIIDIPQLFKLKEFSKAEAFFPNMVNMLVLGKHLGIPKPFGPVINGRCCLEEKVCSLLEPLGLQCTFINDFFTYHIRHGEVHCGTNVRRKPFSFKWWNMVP
# GSTO1 inh: counter-screen for RBBP9 inhibitors: inhibitors of human GSTO1. recombinant GSTO1, activity-based probe fluorescence polarization. inhibition, % at 5.96 µM. hit rate 1.1% among 300,000. AID 1974;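 active = inhibition above the campaign mean inhibition plus 3 SD, cut at about 35% in these data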;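 note: 0% = GSTO1-1 with DMSO and 100% = wells lacking GSTO1-1 enzyme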
# PAFAH1B2 FP inh: PAFAH1B2 (human) inhibition | recombinant PAFAH1B2, FP-rhodamine activity probe, fluorescence polarization | hit rate 1.2% among 340,000 | inhibition, % at 3.39 µM | AID 492953;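 active = inhibition above the mean of all tested compounds plus 3 SD, cut at about 24% in these data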;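 note: 0% = enzyme with DMSO and 100% = wells lacking PAFAH1B2; many of its hits are not listed in these tables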
# PAFAH2 FP inh: inhibitors of human PAFAH2 | Q99487 | recombinant PAFAH2, FP-rhodamine activity probe, fluorescence polarization | inhibition, % at 3.39 µM | hit rate 0.99% among 340,000;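 active = inhibition above the mean over all tested compounds plus 3 SD, cut at about 30% in these data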;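 note: inhibitors block probe labeling of enzyme so polarization drops; 0% = enzyme with DMSO and 100% = wells lacking PAFAH2 protein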
# LYPLA1 counter: blocks human lysophospholipase 1, a PME1 counter-screen; inhibition, % at 5.9 µM; hit rate 0.16% among 320,000; AID 2174; recombinant LYPLA1, FP-Rh probe fluorescence polarization;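 active = inhibition above the mean of all tested compounds plus 3 SD, set per campaign, cut at about 14% in these data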;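 note: inhibitors block serine hydrolase probe labeling of LYPLA1 so polarization falls; 0% = enzyme with DMSO and 100% = wells lacking LYPLA1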
# Target sequence (O75608 whole entry, looked up): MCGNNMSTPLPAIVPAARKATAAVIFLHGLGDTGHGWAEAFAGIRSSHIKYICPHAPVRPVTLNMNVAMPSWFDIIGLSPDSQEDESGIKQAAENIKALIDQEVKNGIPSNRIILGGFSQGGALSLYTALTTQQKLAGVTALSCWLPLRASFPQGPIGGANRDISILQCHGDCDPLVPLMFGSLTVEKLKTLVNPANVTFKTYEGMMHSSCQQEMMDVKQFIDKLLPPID
# pPAFAH FP inh: pPAFAH (human) enzyme inhibition. inhibition, % at 3.39 µM. AID 463082. recombinant pPAFAH, FP-rhodamine probe fluorescence polarization. hit rate 1.5% among 330,000. Q13093;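 active = inhibition above the mean inhibition across the screen plus 3 SD, cut at about 25% in these data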;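 note: inhibitors block binding of the rhodamine activity-based probe so polarization drops; 0% = enzyme with DMSO and 100% = wells lacking pPAFAH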
# PREPL inh: human PREPL enzyme inhibition; Q4J6C6; hit rate 0.68% among 320,000; inhibition, % at 5.96 µM; recombinant PREPL, fluorescence polarization activity-based probe; in the data active = inhibition above about 43%;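 note: 0% = enzyme with DMSO and 100% = wells lacking enzyme; many of its hits are not listed in these tables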
# PAFAH1B3 inh: blocks human PAF acetylhydrolase 1B catalytic subunit 3 | hit rate 0.28% among 340,000 | AID 492972 | inhibition, % at 3.39 µM | recombinant PAFAH1B3, FP-rhodamine probe, fluorescence polarization | Q15102;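 active = inhibition above the screen-wide average of all tested compounds plus 3 SD, cut at about 25% in these data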;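 note: 0% = enzyme with DMSO only and 100% = wells lacking PAFAH1B3 protein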
# LYPLA2 inh: blocks human lysophospholipase 2, a PME1 counter-screen. recombinant LYPLA2, FP-Rh probe fluorescence polarization. hit rate 0.38% among 320,000. inhibition, % at 5.9 µM;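 active = inhibition above the screen-wide mean plus 3 SD, limit set per campaign, cut at about 26% in these data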;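 note: 0% = LYPLA2 with DMSO and 100% = wells lacking LYPLA2 enzyme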
# Active calls of the source: *; / = not tested or not shown.
# Order of results – PAD4 inh	GSTO1 inh	PAFAH1B2 FP inh	PAFAH2 FP inh	LYPLA1 counter	pPAFAH FP inh	PREPL inh	PAFAH1B3 inh	LYPLA2 inh
> COc1ccc(CC(=O)Oc2ccc(C)cc2Br)cc1OC
→ -5	3	-7	9	0	5	19	-3	0
> O=C(COC(=O)c1ccc2ncsc2c1)NCc1ccc(F)cc1
→ 5	/	3	51*	-1	-3	3	7	-1
> CCCC(C)c1nnc(NC(=O)C2CCCO2)s1 (configuration not stated)
→ 3	3	1	-6	-2	-3	10	-4	0
> O=C(NCCc1ccccc1)C1CCN(S(=O)(=O)N2CCCCC2)CC1
→ 1	0	7	3	-2	-1	8	3	1
> CC(=O)NC(CCCN1C(=O)c2ccccc2C1=O)c1nnn(C)n1 (configuration not stated)
→ -3	2	-4	3	0	5	-2	6	0
> COc1ccc(C2Nc3ccccc3C(=O)N2NS(=O)(=O)c2ccc(C)cc2)c(OC)c1 (configuration not stated)
→ -4	7	5	-2	-3	4	-14	0	-2
> COc1cccc(-c2cc(C(=O)Nc3cccc(O)c3)no2)c1
→ -4	-15	2	2	-17	3	-6	11	-16
> COc1cc(C(=O)NC2CC3CCCC(C2)N3C2CC2)cc(OC)c1OC (configuration not stated)
→ 2	4	-4	0	3	-4	0	2	4
> CCOC(=O)c1c(C)[nH]c(C(=O)COC(=O)CCC2CCCC2)c1C
→ 0	2	5	9	-2	5	7	4	2
> Cc1ccc(CC(=O)N2CCN(c3ccc([N+](=O)[O-])cc3)CC2)cc1
→ -4	0	-1	2	3	3	-17	6	17
> COC(=O)c1nc(N)sc1C(C)C
→ -1	8	3	-6	3	3	-12	3	-1
> O=C1NC(=O)c2cc(NC(=O)c3cccc4ccccc34)ccc21
→ -3	-2	3	-3	0	-1	2	-3	0
> CC(C)C1Nc2ccc(C(=O)NCc3ccco3)cc2NC1=O (configuration not stated)
→ -1	5	4	-6	3	8	-6	4	-1
> Cc1ccc(CN2CCC(=O)N2)cc1
→ -3	0	4	1	0	6	-3	0	-3
> COc1ccc(C(C(=O)NC2CCCC2)N(CCO)C(=O)Cn2nnc(-c3ccc(C)o3)n2)cc1 (configuration not stated)
→ 0	6	0	-5	-2	2	-1	7	1
> CC(C)(C)c1ccc(COC(=O)CNC(=O)CNC(=O)Cc2ccccc2)cc1
→ 1	24	23	0	0	12	7	-1	-5
> O=c1c2ccccc2nc(SCc2ccc([N+](=O)[O-])cc2)n1-c1ccccc1
→ -7	1	1	4	1	0	7	-4	-11
> Cc1nn(C)cc1CNC(=O)c1ccc(F)cc1
→ 1	-1	-2	0	5	5	8	3	9
> O=C(Nc1ccncc1)c1ccc(Cl)c(S(=O)(=O)N2CCCCC2)c1
→ -2	-5	-3	-2	0	0	2	6	1
> COc1ccc(N2CCN(c3nc4c(c(=O)n(C)c(=O)n4C)n3CCCc3ccccc3)CC2)cc1
→ 1	4	4	0	5	3	22	7	7
> CCN(CC)S(=O)(=O)c1cccc(-c2nc3n(n2)Cc2ccccc2-3)c1
→ 4	-7	3	7	-3	0	-5	7	-2
> O=C(NCCc1ccccc1)C1CCN(S(=O)(=O)c2ccccc2)CC1
→ 1	-1	10	13	-2	-1	5	1	4
> COc1cc2c(cc1OC)C(c1cc(OC)c(OC)c(OC)c1)NCC2 (configuration not stated)
→ -3	-1	-4	-2	1	-5	3	5	8
> CC(C)c1ccc(/C=N/NC(=O)c2ccccc2Cl)cc1
→ -4	3	12	1	3	-10	-5	9	11
> Cc1ccc(NC(=O)C2(S(=O)(=O)c3ccc(Cl)cc3)CC2)c(Br)c1
→ -3	6	5	9	-3	1	-12	-3	-4
> COc1ccc(S(=O)(=O)N2CCCCC2)cc1NC(=O)CCCOc1ccc(C)cc1
→ 1	/	13	7	-3	7	11	-1	-5
> C/C(=N/NC(=O)c1cc(-c2ccc(Br)s2)[nH]n1)c1ccco1
→ -1	-14	-2	2	-7	-4	-3	9	-10
> O=c1oc2cc(OCc3ccc(F)cc3F)ccc2cc1-c1ccc2ccccc2n1
→ -2	-1	/	/	2	3	9	/	8
> Cc1ccc(S(=O)(=O)N(C)C)cc1NC(=S)NCCCn1ccnc1
→ -1	12	6	-1	0	0	-4	1	-1
> CC(C)(C)NS(=O)(=O)c1ccc2nc(NC(=O)Cc3cccs3)sc2c1
→ -5	0	3	7	-3	4	14	3	2

# Look-ups from above:
# Cc1ccc(CN2CCC(=O)N2)cc1 – PAFAH2 FP inh = 1
# O=C(COC(=O)c1ccc2ncsc2c1)NCc1ccc(F)cc1 – PREPL inh = 3

# Arranged by molecular weight (smallest number first): part of the list above.
# Order of results – PAD4 inh	GSTO1 inh	PAFAH1B2 FP inh	PAFAH2 FP inh	LYPLA1 counter	pPAFAH FP inh	PREPL inh	PAFAH1B3 inh	LYPLA2 inh
> Cc1ccc(CN2CCC(=O)N2)cc1
→ -3	0	4	1	0	6	-3	0	-3
> CC(C)c1ccc(/C=N/NC(=O)c2ccccc2Cl)cc1
→ -4	3	12	1	3	-10	-5	9	11
> CC(C)C1Nc2ccc(C(=O)NCc3ccco3)cc2NC1=O (configuration not stated)
→ -1	5	4	-6	3	8	-6	4	-1
> O=C(NCCc1ccccc1)C1CCN(S(=O)(=O)N2CCCCC2)CC1
→ 1	0	7	3	-2	-1	8	3	1
> O=c1c2ccccc2nc(SCc2ccc([N+](=O)[O-])cc2)n1-c1ccccc1
→ -7	1	1	4	1	0	7	-4	-11
> CC(C)(C)c1ccc(COC(=O)CNC(=O)CNC(=O)Cc2ccccc2)cc1
→ 1	24	23	0	0	12	7	-1	-5
> CC(C)(C)NS(=O)(=O)c1ccc2nc(NC(=O)Cc3cccs3)sc2c1
→ -5	0	3	7	-3	4	14	3	2
> O=c1oc2cc(OCc3ccc(F)cc3F)ccc2cc1-c1ccc2ccccc2n1
→ -2	-1	/	/	2	3	9	/	8
> COc1ccc(S(=O)(=O)N2CCCCC2)cc1NC(=O)CCCOc1ccc(C)cc1
→ 1	/	13	7	-3	7	11	-1	-5
> COc1ccc(N2CCN(c3nc4c(c(=O)n(C)c(=O)n4C)n3CCCc3ccccc3)CC2)cc1
→ 1	4	4	0	5	3	22	7	7

# Later entries.
# Order of results – PAD4 inh	GSTO1 inh	PAFAH1B2 FP inh	PAFAH2 FP inh	LYPLA1 counter	pPAFAH FP inh	PREPL inh	PAFAH1B3 inh	LYPLA2 inh
> O=C1C=C(c2cccc(Br)c2)C[C@@H](c2ccc(F)cc2)C1
→ 3	/	-1	1	-4	18	16	0	0
> Cc1ccc(NC(=O)CCSc2nnc(C)s2)cc1
→ 0	4	4	9	-3	2	-3	3	2
> Cc1ccc2[nH]c(=O)c3cc(C(=O)N(C)Cc4ccco4)sc3c2c1
→ 3	-10	7	-2	-1	0	-19	4	-2
> CCn1c(SCC(=O)c2cc(C)ccc2C)nc2cc(S(=O)(=O)N3CCOCC3)ccc21
→ -4	2	10	-6	-6	2	12	3	0
> COc1ccc(C(=O)NCC(=O)OCC(=O)c2ccc3c(c2)NC(=O)CO3)cc1
→ -3	-1	2	8	-1	-3	4	8	16
> O=C(Nc1nc(-c2cccs2)c(C(=O)C(F)(F)F)s1)c1ccco1
→ -1	-37	0	4	2	3	5	1	4
> Cc1ccc(C(=O)CCC(=O)OCC(=O)N(C)c2c(N)n(Cc3ccccc3)c(=O)[nH]c2=O)cc1
→ -2	2	0	3	5	2	-17	10	4
> O=c1cc(CN2CCOCC2)c2cc(Cl)ccc2o1
→ -1	-4	5	-5	0	6	-6	4	-5
> CC(C)(CNC(=O)C1CCCC1)CNC(=O)C1CCCC1
→ -2	-1	0	9	-1	3	-4	0	6
> O=C(CSc1nnc(NC(=O)c2ccccc2Cl)s1)Nc1ccc2c(c1)oc1ccccc12
→ -6	-21	/	/	-13	10	4	/	-20
> O=C1N(Cc2cccnc2)C[C@@H]2C[C@@H](c3cccc(OCc4ccccc4)c3)N3CCC[C@@]123
→ -5	5	2	-8	0	2	41	-9	-1
> Cc1cc(C(=O)N/N=C/c2ccc(-c3ccc(C)c(Cl)c3)o2)n[nH]1
→ -6	-3	/	/	-4	2	-3	/	-2
> Cc1ccc(C(=O)N/C(=C/c2ccccc2)C(=O)NCc2ccncc2)cc1
→ 1	9	/	/	0	2	7	/	1
> O=C(CN1C(=O)CCSc2ccccc21)NC1CCCCC1
→ -2	-5	6	-1	1	5	2	2	6
> CC(=O)N=Cc1c(C)c(C#N)c(=O)n(C)c1O
→ -7	19	3	-4	0	3	1	2	5
> O=C(c1coc2ccc(O)cc12)C1CC1
→ 3	5	5	4	3	5	1	3	9
> CC(=O)c1ccc(COC(=O)c2cc3ccccc3oc2=O)cc1
→ -3	1	11	4	-2	-3	-8	9	1
> COC(=O)C1=C(C)N(CC2CCCO2)C(=O)/C1=C\c1ccc(O)cc1 (configuration not stated)
→ -4	43*	5	-3	-1	3	-5	8	-2
> COc1ccc(NC(=S)N(CCCN2CCOCC2)Cc2ccco2)cc1
→ -3	7	1	-8	4	0	2	1	5
> Cc1ccc2c(C)c(C(=O)N(C)C(C)c3ccncn3)oc2c1C (configuration not stated)
→ -1	3	-1	-5	0	2	7	7	3
> O=C(c1ccco1)N1CCN(CC(=O)N(C2CCCCC2)C2CCS(=O)(=O)C2)CC1 (configuration not stated)
→ 3	6	1	-2	6	-8	-11	-7	3
> COC(=O)c1ccc(CSc2nnc(CNC(=O)c3cccs3)o2)o1
→ 3	6	5	-1	0	2	2	4	-1
> Cc1nn(CC(=O)NCCc2ccc(Cl)cc2)c(C)c1[N+](=O)[O-]
→ -6	4	18	-2	2	-5	8	0	9
> CCOC(=O)CSc1ncc(OC)c(Sc2ccc(OC)cc2)n1
→ -3	-6	8	2	0	-1	15	9	3
> O=C(COC(=O)CSc1cc(Cl)ccc1Cl)NCc1ccc2c(c1)OCO2
→ 5	1	-36	5	-1	8	-19	1	1
> Cn1cnc(C(=O)N2CCN(C(=O)OC(C)(C)C)CC2)c1C(=O)N1CCN(C(=O)OC(C)(C)C)CC1
→ -7	/	2	4	3	1	17	10	-4
> O=C(CNC(=O)c1ccco1)NCC(=O)OCc1ccc(F)cc1
→ -5	7	3	-8	-1	-1	-3	12	2
> O=C(Nc1ccc(Br)cn1)c1ccc2ccccc2c1
→ 1	4	-4	-5	-2	-8	-14	-1	-3
> NC(=O)CC(NC(=O)Cc1ccc(Br)cc1)c1ccc(NCC2CC2)c([N+](=O)[O-])c1 (configuration not stated)
→ -4	5	9	-6	-6	5	-1	-5	-1
> CCCCc1ccc(NS(=O)(=O)c2c(C)n(C)c(=O)n(C)c2=O)cc1
→ -2	8	12	-1	-1	4	-3	3	1
> CN(C)c1cc(=O)n2c(n1)SCCC2
→ 2	-8	4	3	1	3	-1	4	5
> CCC1CCc2sc(C(=O)NCC(c3ccccc3OC)N3CCCC3)cc2C1 (configuration not stated)
→ 0	/	3	8	-5	7	-15	-2	-6
> COc1ccc2[nH]c(C(=O)N3CCCN(Cc4ccc(F)cc4)CC3)cc2c1
→ 2	-2	-2	-3	-1	7	14	6	-1
> O=C(COc1cc(Cl)ccc1Cl)Nc1nnc(CC(=O)N2CCOCC2)s1
→ -1	-13	8	15	-2	-2	-3	-4	1

# Screening data deposited in PubChem by The Scripps Research Institute Molecular Screening Center.

# This is a subset; count on the stated rates, not on these rows.
